Source: PubChem BioAssay
Exocytosis inh – LAMP-1 surface exposure blockers, TALL-104 cells – cell-based, flow cytometry, MLPCN library, primary screen | inhibition, % at 10 µM | AID 651702, 2012 | 0.66% of 360,000 active | TALL-104 LAMP-1 surface exposure; cells stimulated with thapsigargin and PMA;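 active means inhibition above about 55%, limit read from the data; inconclusive means no clear call, values can overlap the other calls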
PDI inh – inhibitors of human PDI, primary screen, biochemical, turbidity, single point, plate reader. Protein disulfide-isomerase (Homo sapiens), P07237. PDI insulin aggregation turbidity, A650, 90 min. inhibition, % at 10 µM. 0.052% of 350,000 active. AID 588391, 2011;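 active means mean inhibition across replicates of 30% or more, whatever share of single replicates reach that level; inconclusive means mean inhibition below 30% while every single replicate reaches 30%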;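 further: absorbance from insulin aggregation driven by PDI reduction with DTT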
Target sequence (P07237 whole entry, looked up): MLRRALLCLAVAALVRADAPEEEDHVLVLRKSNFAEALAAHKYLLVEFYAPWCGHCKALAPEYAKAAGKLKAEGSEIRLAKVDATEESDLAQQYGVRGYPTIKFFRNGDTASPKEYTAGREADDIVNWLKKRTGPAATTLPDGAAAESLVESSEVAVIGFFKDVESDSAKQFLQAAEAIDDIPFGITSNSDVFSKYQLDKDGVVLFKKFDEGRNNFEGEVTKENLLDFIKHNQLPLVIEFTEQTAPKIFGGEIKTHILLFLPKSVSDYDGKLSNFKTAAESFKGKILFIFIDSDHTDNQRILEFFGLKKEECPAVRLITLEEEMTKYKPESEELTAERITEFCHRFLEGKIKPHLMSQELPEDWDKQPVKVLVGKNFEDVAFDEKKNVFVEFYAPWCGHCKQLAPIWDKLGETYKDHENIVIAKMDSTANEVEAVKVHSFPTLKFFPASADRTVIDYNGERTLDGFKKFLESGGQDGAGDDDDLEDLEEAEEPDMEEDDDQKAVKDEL
hiPSC survival – enhancers of single-cell hiPSC survival, primary screen, ATPlite luminescence. 100% = ROCK inhibitor wells, 0% = DMSO. survival enhancement, % at 20 µM. 0.044% of 360,000 active; in the data active means survival enhancement above about 18%;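 further: cells exposed to compounds for 16 hours before the ATP read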
Peg3 prom inh – Peg3 promoter-driven luciferase inhibitors, primary screen, cell-based, HeLa, luciferase luminescence | 1.7% of 360,000 active | inhibition, % at 20 µM | HeLa PEG-Prom luciferase reporter, overnight | AID 588405, 2011;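 active means inhibition of at least 50% at 20 µM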
MITF TRPM1 inh – inhibitors of MITF-dependent TRPM1 promoter reporter, primary screen, cell-based, SK-MEL-5, single point, luciferase. AID 488899, 2010. 0.83% of 330,000 active. SK-MEL-5 TRPM1 promoter luciferase, 24 h. inhibition, % at 12.5 µM;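 active means mean inhibition across replicates of 60% or more, whatever share of single replicates reaches that level; inconclusive means some that reach 60%, reason not given; inactive means mean inhibition across replicates below 60%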; further: values of inactives mirror those of a sister screen read the other way
NR2E3 ag-1 – NR2E3 agonists in two-hybrid cells, primary screen, cell-based, luminescence, CHO-S, Gal4-NCOR/VP16-NR2E3; Photoreceptor-specific nuclear receptor (Homo sapiens), Q9Y5X4; AID 602229, 2012; inhibition of corepressor binding, % at 3.98 µM; 0.35% of 360,000 active; luciferase;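 active means inhibition above the mean of all tested compounds plus 3 SD, cut at about 70% in these data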;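 further: 0% = DMSO with NR2E3 transfected cells and 100% = cells lacking NR2E3 construct; higher means lower luciferase signal from less NR2E3 corepressor binding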
Target sequence (Q9Y5X4 whole entry, looked up, the tested form may be a part): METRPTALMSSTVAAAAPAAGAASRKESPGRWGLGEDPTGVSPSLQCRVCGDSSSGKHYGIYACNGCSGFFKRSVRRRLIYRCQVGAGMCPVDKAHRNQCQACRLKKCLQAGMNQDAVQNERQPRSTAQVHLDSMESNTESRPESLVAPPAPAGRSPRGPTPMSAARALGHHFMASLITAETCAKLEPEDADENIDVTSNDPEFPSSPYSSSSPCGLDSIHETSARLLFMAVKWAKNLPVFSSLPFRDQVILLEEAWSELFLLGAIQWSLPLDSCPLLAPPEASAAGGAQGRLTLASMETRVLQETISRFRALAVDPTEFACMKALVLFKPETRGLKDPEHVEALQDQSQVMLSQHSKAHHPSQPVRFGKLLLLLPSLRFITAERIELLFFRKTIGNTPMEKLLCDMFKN
Vif inh – HIV Vif self-association inhibitors, primary screen, imaging, HEK293T, single point | inhibition, % at 7.49 µM | 0.35% of 340,000 active | HEK293T cells, Vif self-association by quenched fluorescence, 24 h; in the data active means inhibition above about 50%, passing the limit was not always enough; inconclusive means no clear call, values can overlap the other calls; inactive means below about 31%; further: some results filed as inactive read as strong as hits
aDG glyco up – activators of alpha-DG glycosylation, primary screen, uHTS, Pro5-aDG cells, AlphaScreen; 0.22% of 360,000 active; activation, % at 10 µM; alpha-DG glycosylation AlphaScreen (IIH6); 0% Pro5, 100% B10-LARGE cell signal;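 active means activation of at least 8% versus controls, or a plate z-score of at least 8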;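 further: Pro5 are CHO cells carrying HIG-tagged alpha-DG that lacks glycosylation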
HIF-2a inh – HIF-2a reporter inhibitors, primary screen, luminescence, 786-0 RCC cells; 786-0 RCC cells HIF-2a reporter, luciferase luminescence, overnight; inhibition, % at 18.8 µM; 0.72% of 360,000 active;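 active means inhibition of the luminescence signal of 40% or more relative to plate controls, in a single-dose primary screen at 18.75 µM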
NR2E3 ag-2 – inhibitors of NR2E3-RetCOR corepressor binding, primary screen, NR2E3 agonist project, biochemical, TR-FRET, GST-NR2E3, biotin-RetCOR. Photoreceptor-specific nuclear receptor (Homo sapiens), Q9Y5X4. 1536-well. inhibition of corepressor binding, % at 4.78 µM. 0.12% of 320,000 active. AID 2300, 2010;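 active means percent inhibition above the cutoff of mean plus 3 SD of all tested compounds, set per screening campaign, cut at about 20% in these data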;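 further: 0% = DMSO wells and 100% = biotin wells as full block of FRET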
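Test system: GST-NR2E3 and biotin-RetCOR proteins | Quantity: 1.35 nM GST-tagged NR2E3 final | Medium: Tris pH 7.5 | Also added: 7 nM biotin-RetCOR | Dosing: Compound at 4.8 µM, single dose | Timing: 5 h at 4 °C | Detection: Time-resolved FRET | Read-out basis: Percent inhibition | Benchmarks: Biotin wells as high control, 0.6% DMSO wells as low control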
CaV13 ICDI inh – Disruptors of the CACNA1D IQ motif to Ca2+-dependent inactivation inhibitor domain association, primary screening, Förster resonance energy transfer in intact living …; inhibition, % at 12.3 µM; 0.098% of 340,000 active; HEK cells, CFP/YFP FRET ICDI-IQ, plate reader, 10 min; percent FRET-ratio fall versus neutral wells;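 active means mean replicate inhibition of at least 30% and at least 1% of replicates passing that level; inconclusive means only one of the two criteria is met; inactive means neither criterion is met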;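 further: 0% = median of the neutral control wells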
The depositor's hits bear a star; ? = inconclusive; nt = no result given.

SMILES	Exocytosis inh	PDI inh	hiPSC survival	Peg3 prom inh	MITF TRPM1 inh	NR2E3 ag-1	Vif inh	aDG glyco up	HIF-2a inh	NR2E3 ag-2	CaV13 ICDI inh
Cc1ccccc1CCN(C(=O)Cn1nnc2ccccc21)C(C(=O)NC(C)(C)C)c1ccsc1 (configuration not stated)	0	-8	2.2	39	11	1	2	-0.3	0	2	-9
O=C(N/N=C/c1ccc(-c2ccc([N+](=O)[O-])cc2)o1)[C@H]1C[C@@H]1c1ccccc1	62*	1	0.7	12	-9	21	1	-0.2	16	3	-8
CCN(C(=O)COC(=O)c1ccc(S(=O)(=O)N2CCCc3ccccc32)cc1)C1CCS(=O)(=O)C1 (configuration not stated)	-2	-1	1.1	19	5	-10	6	-0.6	13	2	-5
CN(CCc1ccccc1)c1ccc([N+](=O)[O-])cn1	-4	-9	2.1	15	6	-25	0	0.0	-5	nt	-5
CCCCCCC(=O)O	-6	nt	-0.2	3	nt	-4	0	-0.2	-8	nt	nt
CC(C)(C)c1cc(NC(=O)Nc2ccc(Cl)cc2Cl)no1	-23	-4	-0.1	-77	-14	-40	-2	-0.1	-102	-2	-4
COc1ccc(-n2c(=S)[nH]c3cc(C(=O)NCc4ccc(F)cc4)ccc3c2=O)c(OC)c1	2	-2	1.4	21	7	-21	-6	0.1	13	1	-4
O=[N+]([O-])c1ccc(N=Nc2ncc[nH]2)cc1	79*	-7	0.6	107*	15	27	17	-0.3	-23	nt	-15
Cc1cc(NCCCn2ccnc2)n2c(nc3ccccc32)c1C#N	-4	-5	2.3	6	-9	-10	4	-0.3	5	1	nt
COc1ccc(N2C(=O)C3CCCN3C2c2ccccc2OC)cc1 (configuration not stated)	9	nt	0.1	-9	-4	-6	14	-0.1	0	3	-4
CC(=O)Nc1ccccc1C(=O)C(=O)Nc1ccc(C)c(C)c1	2	-30	0.1	-165	-68	-58	0	-0.1	-287	3	-5
COc1ccc(OC)c(NC(=O)CC2SC(=NCc3ccccc3)NC2=O)c1 (configuration not stated)	-1	0	3.0	22	0	-19	2	0.0	19	-1	-9
CCC(=O)N1N=C(c2ccc(C)cc2)CC1c1ccco1 (configuration not stated)	2	6	0.6	-33	-23	9	6	0.1	-78	-1	7
COc1cccc(OC)c1C(=O)N[C@@H]1C(=O)N2[C@@H]1SC(C)(C)[C@@H]2C(=O)O	-2	1	-0.3	3	-3	-26	14	-0.3	17	nt	-2
CCOC(=O)[C@@H]1[C@H]2COc3cc(OC)ccc3[C@@H]2N2C(=O)N(c3ccc(OC)cc3)C(=O)[C@@]12C	-30	7	-2.1	-2	-6	-12	-2	-0.2	1	nt	-5
O=S(=O)(Nc1ccccc1Br)c1cccc2cccnc12	-7	4	1.7	24	nt	-16	12	-0.1	12	nt	-11
CC(=O)NC1(c2nnnn2CCOC(=O)Nc2ccc(Cl)cc2)CCCCC1	2	13	1.8	-23	-36	-5	2	-0.3	-66	1	nt
COc1cccc(C2C3=C(N=C4SCC(=O)N42)c2ccccc2CC3)c1OC (configuration not stated)	3	-2	7.2	14	11	-17	3	0.0	-4	-1	-7
CN(C)S(=O)(=O)c1cccc(NC(=O)c2ccncc2)c1	1	4	-0.3	8	7	1	-7	-0.5	24	2	-3
CC1CN(C2CCN(S(=O)(=O)c3ccc4ccccc4c3)CC2)CC(C)O1 (configuration not stated)	-7	-3	-1.9	3	7	14	15	0.2	6	-4	-5

Entries of single compounds, looked up by structure. Order of values: Exocytosis inh, PDI inh, hiPSC survival, Peg3 prom inh, MITF TRPM1 inh, NR2E3 ag-1, Vif inh, aDG glyco up, HIF-2a inh, NR2E3 ag-2, CaV13 ICDI inh
Profile of `COc1ccc(N2C(=O)C3CCCN3C2c2ccccc2OC)cc1` (configuration not stated) = 9, nt, 0.1, -9, -4, -6, 14, -0.1, 0, 3, -4
Profile of `CCCCCCC(=O)O` = -6, nt, -0.2, 3, nt, -4, 0, -0.2, -8, nt, nt
Profile of `COc1ccc(OC)c(NC(=O)CC2SC(=NCc3ccccc3)NC2=O)c1` (configuration not stated) = -1, 0, 3.0, 22, 0, -19, 2, 0.0, 19, -1, -9
Profile of `CC(=O)NC1(c2nnnn2CCOC(=O)Nc2ccc(Cl)cc2)CCCCC1` = 2, 13, 1.8, -23, -36, -5, 2, -0.3, -66, 1, nt
Profile of `O=S(=O)(Nc1ccccc1Br)c1cccc2cccnc12` = -7, 4, 1.7, 24, nt, -16, 12, -0.1, 12, nt, -11

Remaining list, next part
SMILES	Exocytosis inh	PDI inh	hiPSC survival	Peg3 prom inh	MITF TRPM1 inh	NR2E3 ag-1	Vif inh	aDG glyco up	HIF-2a inh	NR2E3 ag-2	CaV13 ICDI inh
Cc1onc(-c2c(F)cccc2Cl)c1C(=O)N1C=CC(C(F)(F)Cl)=NCC1	0	-5	-0.6	11	2	19	8	-0.5	12	-3	-5
COc1ccc(C2(CNC(=O)c3ccccc3)CCCC2)cc1OC	-19	-5	-0.3	10	1	-25	1	-0.1	14	-1	-3
C[C@]12CC[C@@H]3c4cc(O)c(O)cc4CC[C@H]3[C@@H]1CC[C@@H]2O	0	-11	-1.0	5	-4	-29	5	0.0	5	-2	-5
CCn1c(SCC(=O)N/N=C/c2ccccc2OCC(=O)O)nnc1-c1ccc(C(C)(C)C)cc1	-8	-1	-0.5	-8	8	4	16	0.2	8	3	-4
Cc1ccc(-n2[nH]c(C)c(/C=N/n3c(C)nc4ccccc4c3=O)c2=O)cc1	-10	3	1.7	-7	-19	-9	3	-0.4	-14	0	nt
OC(c1ccccc1)c1ncc(-c2cccc(C(F)(F)F)c2)[nH]1 (configuration not stated)	-7	-1	-2.0	-19	nt	-41	0	-0.2	-42	nt	-4
CCCn1c(N)c(Br)c(=O)[nH]c1=O	1	8	-0.8	19	6	6	?	0.0	10	-2	-3
COc1cccc(NC(=O)C(NCCc2ccc(S(N)(=O)=O)cc2)c2ccccc2)c1 (configuration not stated)	-3	-2	0.8	28	19	3	4	0.0	33	0	-2
CCNC(=O)CC1C(=O)N(c2ccc(F)cc2)C(=O)N1CCC(C)C (configuration not stated)	0	0	3.7	-2	-13	-8	nt	0.0	-21	0	-7
O=C(CCc1nc2ccccc2c(=O)[nH]1)N1CCN(c2ccccc2Cl)CC1	-4	-1	-0.2	21	16	3	2	0.9	8	nt	-15
CC(C)CNC(=O)C1C2C=CC(C2)C1C(=O)O (configuration not stated)	2	-6	4.2	22	2	3	3	-0.2	2	7	-5
Cc1ccc(S(=O)(=O)N(C)c2ccc(OCC(=O)Nc3nc4c(ccc5ccccc54)s3)cc2)cc1	-2	3	-1.1	-53	-5	-36	1	0.8	-45	-1	-1
CN(C)CCCNC(=O)C1CCNCC1	0	2	0.6	13	1	-23	21	-0.2	11	-1	-4
CCNC(=O)C1CCCN1S(=O)(=O)c1ccc2ccccc2c1 (configuration not stated)	-2	-2	0.0	11	9	5	-7	-0.1	18	4	-5
Cc1ccc(NCc2nnc(SCc3ccc(C#N)cc3)n2Cc2ccco2)c(C)c1	11	10	-0.4	21	13	7	-6	-0.1	18	3	-4
COc1ccc(C2/C(=C(/O)c3ccc(C)cc3)C(=O)C(=O)N2c2ccccn2)cc1 (configuration not stated)	17	-38	-0.5	-11	-9	-31	0	0.0	-19	-1	-3
Cc1cc(Oc2ccc(C#N)cc2)nc(N2CCOCC2)n1	-4	-3	-0.6	13	-5	4	-11	0.2	26	3	-1
Cc1cccc(N2C(=O)N3[C@H](c4ccc(F)cc4)[C@@H]4C(=O)N(C5CCCCC5)C(=O)[C@@H]4[C@]3(Cc3ccccc3)C2=O)c1	-8	-3	0.1	-13	-17	13	-6	-0.1	-15	0	-6
CNC(=O)c1sc2nc(-c3ccc(OC)cc3)cn2c1C	-4	nt	-2.5	-369	-44	-172	-4	0.2	-273	1	-6
Cc1cc(C)nc(N(C#N)Cc2ccccc2)n1	-1	-1	0.1	10	-9	-19	nt	0.1	12	-1	-5

3 entries already listed, sorted by formula weight, smallest number first.
SMILES	Exocytosis inh	PDI inh	hiPSC survival	Peg3 prom inh	MITF TRPM1 inh	NR2E3 ag-1	Vif inh	aDG glyco up	HIF-2a inh	NR2E3 ag-2	CaV13 ICDI inh
OC(c1ccccc1)c1ncc(-c2cccc(C(F)(F)F)c2)[nH]1 (configuration not stated)	-7	-1	-2.0	-19	nt	-41	0	-0.2	-42	nt	-4
COc1ccc(C2(CNC(=O)c3ccccc3)CCCC2)cc1OC	-19	-5	-0.3	10	1	-25	1	-0.1	14	-1	-3
CCn1c(SCC(=O)N/N=C/c2ccccc2OCC(=O)O)nnc1-c1ccc(C(C)(C)C)cc1	-8	-1	-0.5	-8	8	4	16	0.2	8	3	-4

Remaining list, next part.
SMILES	Exocytosis inh	PDI inh	hiPSC survival	Peg3 prom inh	MITF TRPM1 inh	NR2E3 ag-1	Vif inh	aDG glyco up	HIF-2a inh	NR2E3 ag-2	CaV13 ICDI inh
O=C(c1n[nH]c2ccccc12)N1CCN(S(=O)(=O)c2ccc(Cl)cc2)CC1	-1	12	-0.3	4	-6	5	-1	0.9	2	0	-6
CSCCC(NC(=O)c1occc1C)C(=O)O (configuration not stated)	-1	-3	2.1	-5	5	1	-3	-0.1	24	4	nt
CC(=O)c1sc(NC(=O)C2(F)C(F)(F)C(F)(F)C(F)(F)C(F)(F)C2(F)F)nc1C	20	-4	-0.7	39	46	24	nt	0.0	-26	1	-8
COC(=O)C1(C)NC(c2cccc(C)c2)C2C(=O)N(c3ccc(F)cc3)C(=O)C21 (configuration not stated)	1	-3	-0.3	3	-13	1	9	0.1	17	-4	-5
COCCNC(=O)C(c1ccc(C)o1)N(C(=O)c1snc(C(N)=O)c1N)c1ccc(C)cc1 (configuration not stated)	-7	5	-0.8	8	2	-6	13	-0.2	8	-1	-5
CN(Cc1ccc(Cl)cc1)C(=O)COC(=O)CSc1ccc([N+](=O)[O-])cc1	-2	3	1.8	4	nt	-12	26	-0.3	9	0	-3
CN1CC(=O)N(CC(=O)Nc2ccc(Br)cc2F)C1=O	-1	0	-0.8	6	-10	12	-4	-0.1	12	1	1
CCC(=O)N(c1nnc(SCC(=O)Nc2ccccc2Cl)s1)C1CC1	5	5	-0.6	-7	-7	-18	26	0.1	-15	3	-6
